Screens as filed in PubChem BioAssay.
GPR151 ag = activates the human receptor GPR151; PathHunter beta-arrestin GPR151 cells, luminescence; activation, % at 11.2 µM; Q8TDV0; AID 1508602; 650,000 compounds, 1% hits; in the data active = activation above about 4.9%;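 note: 0% = median of compound wells and 100% = cells with positive control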
Target sequence (Q8TDV0 whole entry, looked up): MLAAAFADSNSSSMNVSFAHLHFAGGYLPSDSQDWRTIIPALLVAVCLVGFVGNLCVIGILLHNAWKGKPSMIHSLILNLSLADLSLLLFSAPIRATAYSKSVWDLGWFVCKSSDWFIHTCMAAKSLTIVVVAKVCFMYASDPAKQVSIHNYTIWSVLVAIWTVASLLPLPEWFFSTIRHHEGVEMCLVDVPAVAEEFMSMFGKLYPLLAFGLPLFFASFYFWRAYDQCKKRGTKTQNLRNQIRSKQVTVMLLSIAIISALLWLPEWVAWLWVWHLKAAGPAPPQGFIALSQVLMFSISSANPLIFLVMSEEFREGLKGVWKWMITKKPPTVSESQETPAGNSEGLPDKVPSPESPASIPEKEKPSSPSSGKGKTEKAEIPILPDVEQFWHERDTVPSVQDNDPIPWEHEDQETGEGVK
TEAD-YAP block = TEAD-YAP interaction inhibition; HEK-TIYL cells, TEAD-Gal4/YAP UAS-luciferase luminescence; 640,000 compounds, 1.4% hits; inhibition, % at 9.12 µM; in the data active = inhibition above about 32%;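 note: 0% = median of test compound wells and 100% = reference inhibitor wells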
FBW7 act = activators of human E3 ligase FBW7; Q969H0; AlphaScreen FBW7–phospho-cyclin E peptide binding, activator screen; normalized activity (activation), % at 26.1 µM; 650,000 compounds, 0.13% hits; AID 1259310; in the data active = normalized activity above about 1.9%;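 note: purified mutant Fbw7 with reduced substrate affinity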
MITF inh = blocks human microphthalmia-associated transcription factor. O75030. AID 1259374. AlphaScreen MITF homodimerization, bead proximity signal. inhibition, % at 2.6 µM. 650,000 compounds, 0.91% hits; in the data active = inhibition above about 50%;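 note: 0% = vehicle wells with protein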
Target sequence (O75030 whole entry, looked up): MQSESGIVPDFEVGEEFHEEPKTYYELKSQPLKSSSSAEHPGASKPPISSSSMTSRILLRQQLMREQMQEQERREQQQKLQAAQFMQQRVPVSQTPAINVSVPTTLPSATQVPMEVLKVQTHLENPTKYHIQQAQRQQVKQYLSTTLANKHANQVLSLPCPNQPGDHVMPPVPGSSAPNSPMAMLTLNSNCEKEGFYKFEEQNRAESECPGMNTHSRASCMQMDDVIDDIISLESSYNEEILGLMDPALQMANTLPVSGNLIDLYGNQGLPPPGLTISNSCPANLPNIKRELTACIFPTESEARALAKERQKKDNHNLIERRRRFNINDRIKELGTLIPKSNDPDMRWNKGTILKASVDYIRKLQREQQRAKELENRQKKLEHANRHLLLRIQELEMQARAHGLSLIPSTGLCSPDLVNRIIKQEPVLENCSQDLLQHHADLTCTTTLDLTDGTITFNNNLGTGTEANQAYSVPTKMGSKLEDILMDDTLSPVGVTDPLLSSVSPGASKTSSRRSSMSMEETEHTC
The depositor's hits bear a star; nt = not tested or not shown.

SMILES | GPR151 ag | TEAD-YAP block | FBW7 act | MITF inh
Cc1ccc(Nc2nc(-c3ccc(I)cc3)cs2)cc1C | 0.4 | -11 | 0.7 | 10
CCCCC[C@H](O)/C=C/[C@H]1[C@H](O)CC(=O)[C@@H]1C/C=C\CCCC(=O)NCCCCCNC(=O)CCCCC1SC[C@@H]2NC(=O)N[C@H]12 (stereo partly specified) | -0.1 | nt | nt | 124*
O=P(O)(OC12CC3CC(CC(C3)C1)C2)OC12CC3CC(CC(C3)C1)C2 | 0.3 | -9 | 0.1 | 11
O=C(Oc1ccc(Cl)c(OC(=O)c2ccc(F)cc2)c1)c1ccc(F)cc1 | -0.2 | 1 | 0.1 | 12
COC(=O)C1=C(N)Oc2cc(C)oc(=O)c2C1c1cccnc1 (stereo unspecified) | 1.1 | -3 | 0.0 | -7
Cc1ccc(C2Nn3c(C)nnc3SC2C(=O)N2CCOCC2)cc1 (stereo unspecified) | -1.4 | 0 | -0.2 | -3
Cc1cccc(CCn2c(=O)c3ccccc3n(Cc3cc(=O)n4ccccc4n3)c2=O)c1 | -0.6 | -7 | -0.1 | -7
N#Cc1ccc(NC(=O)/C=C/c2cccc(C(F)(F)F)c2)cc1 | -1.1 | -2 | 0.1 | 9
CCOc1ccc(C2CC(c3ccc4ccccc4c3O)=NN2)cc1 (stereo unspecified) | 2.1 | 3 | -0.1 | 10
O=C(CNc1cccc(Cl)c1)N/N=C/c1c(O)ccc2ccccc12 | -1.4 | 24 | 0.0 | 18
COCC(=O)Nc1ccccc1C(=O)NC(C)C | -2.4 | 11 | 0.3 | 5
COc1ccc(-c2nnc(OC)c3ccccc23)cc1 | -1.4 | 14 | -0.3 | 12
COc1ccc(C)cc1-n1cnc2cc(C(=O)NCc3ccco3)ccc21 | 0.3 | 11 | -0.1 | 7
O=C(NC1=NCCS1)c1cccc(C(=O)NC2=NCCS2)c1 | -0.7 | -13 | 0.0 | -24
Cc1ccc(NC(=O)c2ccc(Br)cc2)c(C(=O)c2ccccc2)c1 | -0.2 | -6 | 0.0 | 2
COc1cccc(CCC(=O)Nc2ccc(-c3cn[nH]c3)cc2N2CCN(C)CC2)c1 | -0.1 | -5 | -0.1 | 10
O=C(Nc1nc2ccccc2s1)C(Cc1ccccc1)N1C(=O)c2ccccc2C1=O (stereo unspecified) | -0.8 | -11 | -0.3 | -4
CCn1c(=S)[nH]c2cc(S(N)(=O)=O)ccc21 | 1.7 | -3 | 0.0 | 0
Cn1nnnc1SCCNCc1ccccc1 | 0.3 | 5 | -0.1 | -7
CCc1nc(CN2CCCC(CO)(Cc3cccc(OC)c3)C2)c(C)[nH]1 (stereo unspecified) | -1.8 | 5 | -0.1 | -1
O=C(CCl)Nc1nc(-c2cccs2)cs1 | -1.3 | 15 | 0.1 | -24
CC1=NN(c2ccc(S(N)(=O)=O)cc2)C(=O)/C1=C\c1ccc2c(c1)OCO2 | 1.3 | 2 | -0.5 | 13
Cc1ncc(CN2CCC(n3nccc3NC(=O)C3CCCC3)CC2)s1 | -0.8 | 5 | 0.7 | 10
CC(C)C(=O)NC(Nc1sc2c(c1C(N)=O)CCCC2)(C(F)(F)F)C(F)(F)F | -0.8 | 9 | 0.0 | -1
CCOC(=O)c1cc2occc2n1Cc1ccccc1 | -0.2 | 1 | -0.1 | -4
CC(C)C1Cc2c(sc3nc(SCC(=O)Nc4ccccc4)nc(N)c23)CO1 (stereo unspecified) | 1.0 | -5 | -0.1 | 4
CCOc1ccc(NC(=O)N2CCC(NC(=O)c3cccc([N+](=O)[O-])c3)CC2)cc1 | -0.5 | 0 | -0.1 | -4
CCOC(=O)c1c(NC(=O)c2cccnc2)sc2c1CC(C)(C)OC2 | 2.3 | 13 | 0.2 | 7
CCn1cc(CN2CCN3C(=O)[C@H](CC(C)C)NC(=O)[C@H]3C2)c(C)n1 | -0.4 | 7 | 0.2 | 14
CC(=O)Nc1ccc(Nc2nc(-c3ccc(N4CCOCC4)nc3)nc3c2ncn3C2CCCCC2)cc1 | -0.3 | -10 | 0.3 | 14
CC1=C(C(=O)Nc2ccccc2)C(c2ccccc2Cl)C(C#N)=C(SCC(=O)Nc2ccccc2)N1 (stereo unspecified) | -0.5 | 7 | -0.2 | -3
O=C(O)c1ccc2[nH]c(=O)c(Cc3cccc(Cl)c3)nc2c1 | -0.3 | 3 | -0.1 | 2
C=CCNC(=O)c1c(C)nc2ccc(C)cn12 | 0.1 | 9 | 0.1 | 2
C=C(C)c1cccc(C(C)(C)NC(=O)Nc2ccc3[nH]c(=O)[nH]c3c2)c1 | 2.8 | -4 | 0.2 | 0
O=C(NCCCN1CCN(c2ccccc2F)CC1)c1ccc2c(c1)NC(=O)c1ccccc1N2 | -1.8 | 1 | -0.2 | -361
COc1cc(SC)ccc1C(=O)N1CCN(Cc2ccc3c(c2)OCO3)CC1 | 0.9 | 32* | 0.0 | 7
CN1CCN(c2ccnc3c(-c4ccccc4F)cnn23)CC1 | 0.9 | 67* | -0.2 | -12
COCCC(=O)Nc1ccc2c(c1)CN(Cc1cc(CC(C)C)n[nH]1)CC2 | 1.2 | 1 | 0.3 | 9
O=C(Nc1ncc(Cc2ccc(Cl)cc2)s1)c1ccco1 | 4.0 | -63 | 0.6 | 18
NC(=O)c1c(NC(=O)c2ccc(S(=O)(=O)N3CCc4ccccc4C3)cc2)sc2c1CCCC2 | -1.6 | 2 | 0.1 | 24
COc1cc2cc(C)c(SCCN3CCOCC3)nc2cc1OC | -0.6 | -1 | 0.0 | 14
CCCS(=O)(=O)N1CCN(S(=O)(=O)c2ccc(F)cc2)CC1 | 0.1 | -13 | 0.1 | 7
CCCC1=NN2C(=N)CC(=O)N=C2S1 | 0.5 | 2 | 0.1 | 11
CCc1ccc(NC(=O)CSc2nnnn2-c2ccc(C(=O)O)cc2)cc1 | 0.4 | -2 | 0.1 | 21
CCc1ccc(N2CC(C(=O)NCc3ccc(C)cc3)CC2=O)cc1 (stereo unspecified) | -0.1 | 1 | 0.0 | 0
CCc1nc(N)c(C#N)c(-c2ccc([N+](=O)[O-])cc2)c1C | 5.3* | -9 | 0.2 | 7
CCc1cc2c(=O)c(-c3ccccn3)coc2cc1OC(C)=O | -3.2 | -43 | 0.1 | 2
CCOC(=O)C1(CO)NC(c2ccc(O)cc2)C2C(=O)N(C)C(=O)C21 (stereo unspecified) | -0.9 | -8 | 0.1 | 1
O=C(Nc1ccccc1Cl)C1CCCN1S(=O)(=O)c1cccc2cccnc12 (stereo unspecified) | 0.0 | -28 | -0.1 | -2
CC(C)(C)C1CCc2c(sc(NC(=O)c3cccs3)c2C(=O)N2CCCCC2)C1 (stereo unspecified) | 0.3 | 1 | 0.2 | 14

Grouped by structure, the entries above with a CF3 group
SMILES | GPR151 ag | TEAD-YAP block | FBW7 act | MITF inh
N#Cc1ccc(NC(=O)/C=C/c2cccc(C(F)(F)F)c2)cc1 | -1.1 | -2 | 0.1 | 9
CC(C)C(=O)NC(Nc1sc2c(c1C(N)=O)CCCC2)(C(F)(F)F)C(F)(F)F | -0.8 | 9 | 0.0 | -1

Part of the list above in order of number of heavy atoms, falling:
SMILES | GPR151 ag | TEAD-YAP block | FBW7 act | MITF inh
CC(=O)Nc1ccc(Nc2nc(-c3ccc(N4CCOCC4)nc3)nc3c2ncn3C2CCCCC2)cc1 | -0.3 | -10 | 0.3 | 14
CC1=C(C(=O)Nc2ccccc2)C(c2ccccc2Cl)C(C#N)=C(SCC(=O)Nc2ccccc2)N1 (stereo unspecified) | -0.5 | 7 | -0.2 | -3
O=C(NCCCN1CCN(c2ccccc2F)CC1)c1ccc2c(c1)NC(=O)c1ccccc1N2 | -1.8 | 1 | -0.2 | -361
NC(=O)c1c(NC(=O)c2ccc(S(=O)(=O)N3CCc4ccccc4C3)cc2)sc2c1CCCC2 | -1.6 | 2 | 0.1 | 24
CCOc1ccc(NC(=O)N2CCC(NC(=O)c3cccc([N+](=O)[O-])c3)CC2)cc1 | -0.5 | 0 | -0.1 | -4
CC(C)(C)C1CCc2c(sc(NC(=O)c3cccs3)c2C(=O)N2CCCCC2)C1 (stereo unspecified) | 0.3 | 1 | 0.2 | 14
O=C(Nc1ccccc1Cl)C1CCCN1S(=O)(=O)c1cccc2cccnc12 (stereo unspecified) | 0.0 | -28 | -0.1 | -2
COCCC(=O)Nc1ccc2c(c1)CN(Cc1cc(CC(C)C)n[nH]1)CC2 | 1.2 | 1 | 0.3 | 9
C=C(C)c1cccc(C(C)(C)NC(=O)Nc2ccc3[nH]c(=O)[nH]c3c2)c1 | 2.8 | -4 | 0.2 | 0
CCOC(=O)c1c(NC(=O)c2cccnc2)sc2c1CC(C)(C)OC2 | 2.3 | 13 | 0.2 | 7
COc1cc2cc(C)c(SCCN3CCOCC3)nc2cc1OC | -0.6 | -1 | 0.0 | 14
CN1CCN(c2ccnc3c(-c4ccccc4F)cnn23)CC1 | 0.9 | 67* | -0.2 | -12
CCCS(=O)(=O)N1CCN(S(=O)(=O)c2ccc(F)cc2)CC1 | 0.1 | -13 | 0.1 | 7
CCc1nc(N)c(C#N)c(-c2ccc([N+](=O)[O-])cc2)c1C | 5.3* | -9 | 0.2 | 7
C=CCNC(=O)c1c(C)nc2ccc(C)cn12 | 0.1 | 9 | 0.1 | 2
CCCC1=NN2C(=N)CC(=O)N=C2S1 | 0.5 | 2 | 0.1 | 11

The list continues.
SMILES | GPR151 ag | TEAD-YAP block | FBW7 act | MITF inh
CN1CCN(C(=O)c2ccc3c(=O)n(CCC4=CCCCC4)c(=S)[nH]c3c2)CC1 | -0.2 | 6 | 0.0 | 2
O=C(CCn1c(=S)[nH]c2ccsc2c1=O)NCCc1ccccc1 | -1.0 | 0 | -0.2 | -4
CCOC(=O)N1CCC(NS(=O)(=O)c2ccc3oc(=O)c4ncn(CC)c4c3c2)CC1 | -0.4 | 4 | 0.0 | 3
COc1ccccc1CC(=O)Nc1ccc(C(=O)c2ccc(C(=O)O)cc2)cc1 | 2.9 | 6 | 0.0 | 6
O=CC12c3ccccc3C(c3ccccc31)C1C(=O)N(c3ccccc3)C(=O)C12 (stereo unspecified) | -0.9 | 19 | 0.3 | 6
CCOC(=O)C1CCC(CNCc2ccc(OC)cc2)CC1 (stereo unspecified) | -1.7 | -11 | 0.4 | 14
O=C(NC1CCOC1=O)c1ccc2ncsc2c1 (stereo unspecified) | 1.0 | -6 | -0.2 | -1
CCCCNC(=O)C1CCCN(S(C)(=O)=O)C1 (stereo unspecified) | 0.1 | 1 | 0.0 | -2
O=C(/C=C\c1ccccc1[N+](=O)[O-])N1CCOCC1 | -0.4 | 1 | 0.0 | 13
COc1ccc(NC(=O)N2CCCC(N3CCOCC3)C2)c(OC)c1 (stereo unspecified) | -1.4 | 0 | 0.5 | 17
Fc1cccc(CSc2nnc(-c3ccncc3)o2)c1 | 0.8 | -3 | -1.0 | 11
O=C1c2cccc3cccc(c23)C(=O)N1Cc1ccc([N+](=O)[O-])cc1 | 0.6 | -2 | 0.1 | 9
Cc1ccc(NC(=O)CSc2nc3ncnc(N)c3[nH]2)c(C)c1 | 2.9 | 4 | -0.3 | -5
O=c1oc2ccccc2cc1-c1nnc(Nc2ccccc2I)s1 | -0.7 | -18 | 0.0 | -7
Cc1ccc(N2C(=O)CC(N3CCC(C(N)=O)(N4CCCCC4)CC3)C2=O)c(C)c1 (stereo unspecified) | 0.7 | 8 | -0.1 | -1
COc1ccc2c(Cl)c(C(=O)N/N=C3\CCCC(=O)C3)sc2c1 | 1.9 | -15 | -0.1 | 7
CCOc1ccc2nc(SCC(=O)Nc3ccc(-c4nc5ccc(C)cc5s4)cc3)sc2c1 | -1.3 | -2 | -0.2 | -2
CCN(CC)C(=O)CN(c1cc(Cl)ccc1Cl)S(C)(=O)=O | -0.5 | 4 | -0.1 | -2
O=C(NCCN1CCOCC1)c1ccc2nc(NCCN3CCOCC3)sc2c1 | -0.7 | -48 | -0.1 | 2
O=C(c1cccs1)N1CCN(C(=O)c2ncoc2-c2ccc3ccccc3c2)CC1 | 0.1 | -2 | -0.2 | 12
O=C(O)c1cccc(NCN2C(=O)c3ccc([N+](=O)[O-])cc3C2=O)c1 | -0.1 | 1 | -0.1 | -7
COc1ccc(Cl)c2c1[nH]c1nc(SCC(=O)Nc3ccc(F)cc3)nnc12 | 0.4 | -7 | -0.1 | -3
O=C(C(Cc1ccc([N+](=O)[O-])cc1)N1C(=O)c2ccccc2C1=O)N1CCOCC1 (stereo unspecified) | -1.7 | -9 | -0.1 | 39
CCN1CCc2c(sc(NC(=O)c3ccc(S(=O)(=O)N4CCC(C)CC4)cc3)c2C(=O)OC)C1 | 0.4 | 15 | 0.1 | 1
O=C(NCc1cccs1)c1ccc2c(c1)OCCO2 | -0.5 | -33 | -0.1 | 9
COc1ccc(C2=NN(c3nc(-c4ccc(I)cc4)cs3)C(c3ccc(Cl)cc3Cl)C2)cc1F (stereo unspecified) | -0.5 | -3 | 0.0 | -1
CCOc1ccccc1N(C)c1c(-c2ccc(C)cc2)c(=O)c1=O | 1.1 | -15 | 0.1 | 3
COc1cccc(OCC(=O)Oc2ccc([N+](=O)[O-])cc2)c1 | -0.9 | 7 | 0.3 | 19
